GLP-1R inv ag: acts as inverse agonist at human GLP-1 receptor | P43220 | HEK293 GLP-1R CRE-luciferase, luminescence, 24 h; GLP-1R form is constitutively active | Potency, µM (series often up to 38.3 µM), without a hit: top-dose activity change, negative = inhibition, actives largely listed as inhibitors | 410,000 tested, 1.6% active; note: % is set by controls: 0 for no effect and ±100 for the full control effect; nearly all actives have a fitted effect of over 55% in size
Target sequence (P43220 whole entry, looked up): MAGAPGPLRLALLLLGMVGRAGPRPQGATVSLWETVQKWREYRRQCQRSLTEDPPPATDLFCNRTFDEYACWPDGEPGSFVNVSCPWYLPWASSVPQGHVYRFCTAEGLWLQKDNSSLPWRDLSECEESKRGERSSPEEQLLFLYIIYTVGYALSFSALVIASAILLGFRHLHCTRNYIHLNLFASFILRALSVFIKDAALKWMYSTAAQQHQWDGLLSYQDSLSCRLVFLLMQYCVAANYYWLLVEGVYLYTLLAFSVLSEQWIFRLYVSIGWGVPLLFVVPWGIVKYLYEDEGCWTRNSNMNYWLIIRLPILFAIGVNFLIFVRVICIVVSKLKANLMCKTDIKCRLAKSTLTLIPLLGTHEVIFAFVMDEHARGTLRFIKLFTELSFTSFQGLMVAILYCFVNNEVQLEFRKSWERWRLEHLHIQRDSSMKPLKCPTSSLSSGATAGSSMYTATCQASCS
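Seeding at 200 cells/uL, 12 h culture, 24 hr compound treatment, then luciferase reagent and a luminescence read; cells are HEK293 stably expressing a constitutively active GLP-1R plus cAMP-responsive luciferase.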
PTHR1 agonist: activates the human parathyroid hormone receptor PTHR1. Q03431. HEK293 GP2 PTHR1 cells, GloSensor cAMP luminescence, 1 h. Potency, µM (series often up to 115 µM), inactives show top-dose activation, actives largely listed as activators. 410,000 tested, 0.075% active. AID 743266; note: nearly all actives have a fitted effect of over 55% in size; some results filed as inactive show a strong effect at the top dose; inactives centre near -15; many of its hits are not listed in these tables
Target sequence (Q03431 whole entry, looked up): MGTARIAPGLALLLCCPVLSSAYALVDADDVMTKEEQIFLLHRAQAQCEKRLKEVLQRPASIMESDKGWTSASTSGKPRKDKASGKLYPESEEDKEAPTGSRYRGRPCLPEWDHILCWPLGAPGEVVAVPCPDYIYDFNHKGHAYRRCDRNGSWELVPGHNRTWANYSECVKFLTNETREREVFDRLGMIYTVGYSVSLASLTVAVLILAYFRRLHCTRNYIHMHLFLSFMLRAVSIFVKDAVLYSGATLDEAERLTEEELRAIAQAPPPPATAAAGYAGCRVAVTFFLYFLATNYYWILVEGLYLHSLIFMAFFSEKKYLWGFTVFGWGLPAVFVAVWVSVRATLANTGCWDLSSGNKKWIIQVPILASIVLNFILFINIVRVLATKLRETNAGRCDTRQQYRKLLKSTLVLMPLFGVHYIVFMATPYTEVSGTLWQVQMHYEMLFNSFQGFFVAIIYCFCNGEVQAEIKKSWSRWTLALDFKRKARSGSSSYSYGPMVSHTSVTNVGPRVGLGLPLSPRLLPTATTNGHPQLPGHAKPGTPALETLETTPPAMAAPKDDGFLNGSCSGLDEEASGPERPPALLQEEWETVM
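HEK-293-derived GP2 cells expressing PTHR1 and a GloSensor cAMP reporter, 3,000/well, plated overnight, given luciferin plus IBMX (each 0.5 mM as added) for 1 h at 37 °C, then compound for 1 h at 37 °C. Luminescence was read after 15 min at room temperature.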
GLP1R cytotox: cytotoxicity counter-screen for GLP-1 receptor inverse agonists; HEK293 cAMP-luciferase reporter cells, luminescence, 24 h; Potency, µM (top dose mostly 38.3 µM), for inactives: top-dose activity change, negative = inhibition, usual class: inhibitors; 410,000 tested, 0.13% active;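 note: loss of luciferase light is scored as toxicity; % is set by controls: 0 for no effect and ±100 for the full control effect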
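To flag toxic compounds, the library was rerun on cells for 24 hr at 37 deg C and 5% CO2. Viability-linked luminescence was captured 12 min after adding luciferase detection reagent.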
An asterisk follows results filed as active; i = inactive; ? = inconclusive; [ ] = dose if it differs, or a comment. Calls come from the whole dose curve; as a rule, active = well fitted curve in the direction sought with a large enough effect; inconclusive = small, poorly fitted or top-dose-only effect, or another doubt; inactive = no such curve, though single readings can be large; an effect the other way counts as inactive or inconclusive. Potency is the fitted concentration of half-maximal effect. These rows are one share of the data. The share of hits here may be higher or lower than overall.

Fields – GLP-1R inv ag, PTHR1 agonist, GLP1R cytotox
- COc1ccc(NC(=O)C(C)N(c2ccccc2)S(C)(=O)=O)cc1 (centres undefined)
→ -11%, i, -9%
- Cc1cccc(CNC(=O)c2ccc(Cn3c(SCc4cccc(F)c4)nc4cccnc43)cc2)c1
→ ?, -14%, -12%
- CCOc1cccc(C2CC(=O)Nc3cc4c(cc32)OCCO4)c1 (centres undefined)
→ ?, i, ?
- COc1cc(C2Oc3nc(SC)nnc3-c3ccccc3N2C(C)=O)cc(Cl)c1OC (centres undefined)
→ -1%, i, -9%
- O=C(Cn1c(SCc2ccccc2F)nc2ccncc21)Nc1ccccc1C(F)(F)F
→ -26%, -1%, -10%
- Cc1cc(NS(=O)(=O)c2ccc(NC(=O)COc3c(C)ccc(C)c3C)cc2)nc(C)n1
→ -22%, -26%, 0%
- CCOc1ccc(/C=C/c2nc(C#N)c(NCc3ccc(OC)cc3)o2)cc1
→ -10%, i, -18%
- COc1cccc(C(=O)NCC(c2ccc(N(C)C)cc2)N2CCc3ccccc32)c1 (centres undefined)
→ 9%, i, -9%
- Cc1c(NC(=O)Nc2ccc(Br)cc2F)sc2nc3n(c(=O)c12)CCC(C)CC3 (centres undefined)
→ -1%, i, 8%
- Cc1ccc(OCc2nc(-c3ccc(C(=O)NCCc4ccc(S(N)(=O)=O)cc4)cc3)oc2C)cc1
→ 6%, -10%, 0%
- CN(C)c1ccc(-c2noc(C3CC(=O)N(c4ccc5c(c4)OCCO5)C3)n2)cc1 (centres undefined)
→ 13%, -9%, 13%
- CCOc1ccc(-c2cn3nc(CC(C)C)sc3n2)cc1
→ -4%, -9%, 5%
- CCOc1ccc(NC(=O)CCc2nc3cccnc3n2-c2ccccc2)cc1
→ 17%, -48%[inhibitor], -2%
- Cn1c(CCNC(=O)c2ccco2)nc2cc(NC(=O)COc3ccc(Cl)cc3)ccc21
→ 3%, i, 3%
- Cn1c(=O)c(=O)n(C)c2cc(N3CCCC3)c(NC(=O)c3ccccc3F)cc21
→ 9%, -3%, -5%
- O=C(NCc1ccccc1Cl)c1ccc(NC(=O)N2CCSc3ccccc32)cc1
→ ?, -19%, -3%
- CCOc1ccc(C2C(C(N)=O)=C(C)Nc3nc(-c4cccc(Cl)c4)nn32)cc1OC (centres undefined)
→ 14%, i, -6%
- CCc1cccc(NC(=O)CCS(=O)(=O)c2ccc3nc(C)sc3c2)c1
→ -5%, i, 6%
- CCOC(=O)c1c(C)[nH]c(C)c1S(=O)(=O)N1CCC(C(=O)NCc2ccc(OC)cc2)CC1
→ 0%, i, 0%
- CC(C)CN(CCNC(=O)c1cn(C)c2ccc(S(=O)(=O)N3CCCCCC3)cc2c1=O)CC(C)C
→ 4%, -24%, -6%
- CCOC(=O)c1c(-c2ccccc2)oc2cc(Br)c(OCc3ccccc3)cc12
→ 20%, i, 16%
- COc1ccc(CNC(=O)c2cc3c(-c4ccc(Cl)cc4)nn(C)c3s2)cc1
→ -10%, ?, 0%
- Cc1cccc(C(=O)Nc2nnc(S(=O)(=O)N(C)c3ccccc3C)s2)c1
→ ?, -71%[inhibitor], -26%
- N#Cc1cc2c(=O)n3ccccc3nc2n(-c2nnc(SCc3ccccc3)s2)c1=O
→ -4%, i, 4%
- Cc1ccc2c(=O)cc(C(=O)Nc3c(C)n(C)n(-c4ccccc4)c3=O)oc2c1C
→ 1%, i, -6%
- COCCn1c(=O)[nH]c2cc(C(=O)NCc3ccccc3Cl)ccc2c1=O
→ ?, 1%, -2%
- CCOc1ccccc1CNC(=O)C1CCN(C2=NS(=O)(=O)C(c3ccc(C)c(C)c3)=C2C)CC1
→ -2%, -15%, -5%
- CCCCN(CC)C(=O)Cn1nc(C)c2c(C)n(-c3ccccc3)nc2c1=O
→ -7%, i, -2%
- Fc1ccc(-n2ncc3c(NCCC4=CCCCC4)ncnc32)cc1
→ 17%, -5%, -3%
- COc1ccc2c(c1)CC(C(=O)NCCN1CCN(c3cccc(C)c3C)CC1)CO2 (centres undefined)
→ -15%, -14%, 2%

2 entries picked at random from the list so far:
Fields – GLP-1R inv ag, PTHR1 agonist, GLP1R cytotox
- N#Cc1cc2c(=O)n3ccccc3nc2n(-c2nnc(SCc3ccccc3)s2)c1=O
→ -4%, i, 4%
- Cn1c(CCNC(=O)c2ccco2)nc2cc(NC(=O)COc3ccc(Cl)cc3)ccc21
→ 3%, i, 3%

Other records:
Fields – GLP-1R inv ag, PTHR1 agonist, GLP1R cytotox
- Cc1cccc(S(=O)Cc2ccc(C(=O)NC3CCCCCC3)o2)c1 (centres undefined)
→ -5%, 0%, -20%
- Cc1cccc(NC(=O)N2CCN3CCCCC3C2)c1C (centres undefined)
→ -3%, i, -18%
- COc1ccc(C)cc1NC(=O)c1oc2ccc(S(=O)(=O)N3CCCCC3)cc2c1C
→ 3%, i, 8%
- Cc1oc(-c2ccc(Cl)cc2)nc1Cn1c(=O)cc(C)c2c(C)nn(-c3cccc(F)c3)c21
→ -9%, -4%, 0%
- COc1ccc(CNC(=O)c2ccc3c(c2)N(Cc2cccc(Cl)c2)C(=O)c2ccccc2S3)c(OC)c1
→ -16%, -7%, -13%
- COc1ccc(NC(=O)CSc2nc3nc(C)c(Cc4ccccc4)c(C)n3n2)cc1OC
→ 8%, i, -5%
- CCOC(=O)C(Cc1c[nH]c2ccccc12)NC(=O)COc1ccc(Cl)c(C)c1 (centres undefined)
→ ?, i, 5%
- Cc1cccc(C)c1NC(=O)N1CCC(C(N)=O)(N2CCCCC2)CC1
→ 4%, -35%[inhibitor], 11%
- COc1ccc(CNC(=O)CCc2nc(-c3ccc(C)cc3)no2)c(OC)c1
→ -5%, -41%[inhibitor], -3%
- Cc1cc(OCC(=O)N(Cc2ccc(N(C)C)cc2)Cc2ccco2)cc(C)c1Cl
→ ?, -73%[inhibitor], 2%
- Cn1c(SCc2ccc(Br)cc2)nc2c([nH]c3ccccc32)c1=O
→ 11%, ?, 15%
- Cc1ccc(C2CCN(C(=O)Nc3ccc(Cl)cc3)C2)cc1 (centres undefined)
→ 2%, -42%[inhibitor], 1%
- COc1cccc2sc(N(Cc3cccnc3)C(=O)c3ccco3)nc12
→ -10%, -65%[inhibitor], -3%
- COc1ccc(C2CC(=O)c3cc(-c4nc(-c5cccc([N+](=O)[O-])c5)cs4)c(=O)n(-c4cc(C)cc(C)c4)c3C2)cc1 (centres undefined)
→ 1%, -8%, 0%
- COC(=O)c1c(NC(=O)CCCOc2cccc(C)c2)sc2c1CCC2
→ 2%, -24%, 0%
- CCOC(=O)c1ccc(NC(=O)c2ncn(-c3ccccc3)n2)cc1
→ 18%, i, 1%
- Cc1ccc(Cl)cc1N1CCN(CCCNC(=O)C2COc3ccccc3C2)CC1 (centres undefined)
→ 7%, -79%[inhibitor], 10%
- CCCC1=Nc2cc(C(=O)NCCOC)ccc2Sc2ccccc21
→ 2.2µM*, -22%, ?
- COc1ccc(-n2nnc(-c3nsc(NC(=O)c4cccc(C)c4)n3)c2C)cc1OC
→ 4%, -12%, 1%
- Cc1ccc(CNC(=O)c2ccc3c(O)c(S(=O)(=O)c4ccc(Cl)cc4)c(=O)[nH]c3c2)cc1
→ 12%, -38%[inhibitor], 0%
- CC(C)n1c(=N)c(C(=O)NCc2ccccc2)cc2c(=O)n3ccccc3nc21
→ 4%, i, 62%[activator]
- O=C(c1ccccc1)c1cn(Cc2ccc(F)cc2)c2ccccc2c1=O
→ ?, i, 0%
- COc1ccc(N2CCN(C3(c4ccccc4)C(=O)c4ccccc4C3=O)CC2)cc1
→ ?, i, 8%
- CCc1ccc(-n2nc(C)c3c(C)cc(=O)n(CC(=O)N4CCCc5ccccc54)c32)cc1
→ 3%, -7%, 9%
- COc1cc(OC)cc(-c2nc3n(n2)C(c2ccccc2F)C(C(=O)Nc2cccnc2)=C(C)N3)c1 (centres undefined)
→ -25%, i, 2%
- Cc1ccc(C2C(=O)N(C3CCCCCC3)CC(=O)N2CCC2=CCCCC2)cc1 (centres undefined)
→ -5%, i, 5%
- N#Cc1c(-n2ncnc2-c2ccccc2Cl)sc2c1CCCCC2
→ 8%, -28%, -5%
- COc1cc(NC(=O)NC(C)c2c(-n3cccc3)sc3c2CCCC3)cc(OC)c1OC (centres undefined)
→ 11µM*, -6%, 1%
- O=C(COc1ccccc1F)Nc1ccccc1C(=O)OCc1cc(=O)n2nc(C3CC3)sc2n1
→ 17%, i, -14%
- N#C/C(=C\c1ccccc1F)c1nc2ccccc2c(=O)[nH]1
→ 5%, -20%, 4%

Record cards, as listed above.
Entry for N#Cc1c(-n2ncnc2-c2ccccc2Cl)sc2c1CCCCC2 → GLP-1R inv ag: 8%; PTHR1 agonist: -28%; GLP1R cytotox: -5%
Entry for CCc1ccc(-n2nc(C)c3c(C)cc(=O)n(CC(=O)N4CCCc5ccccc54)c32)cc1 → GLP-1R inv ag: 3%; PTHR1 agonist: -7%; GLP1R cytotox: 9%
Entry for CCOC(=O)c1ccc(NC(=O)c2ncn(-c3ccccc3)n2)cc1 → GLP-1R inv ag: 18%; PTHR1 agonist: i; GLP1R cytotox: 1%

4 compounds out of the list, arranged by formula weight, rising:
Fields – GLP-1R inv ag, PTHR1 agonist, GLP1R cytotox
- O=C(c1ccccc1)c1cn(Cc2ccc(F)cc2)c2ccccc2c1=O
→ ?, i, 0%
- Cc1ccc(Cl)cc1N1CCN(CCCNC(=O)C2COc3ccccc3C2)CC1 (centres undefined)
→ 7%, -79%[inhibitor], 10%
- COc1cc(OC)cc(-c2nc3n(n2)C(c2ccccc2F)C(C(=O)Nc2cccnc2)=C(C)N3)c1 (centres undefined)
→ -25%, i, 2%
- O=C(COc1ccccc1F)Nc1ccccc1C(=O)OCc1cc(=O)n2nc(C3CC3)sc2n1
→ 17%, i, -14%

The results go on:
Fields – GLP-1R inv ag, PTHR1 agonist, GLP1R cytotox
- Cc1ccc2nc(N3CCN(C(=O)C4CC4)CC3)sc2c1
→ 14%, -20%, 0%
- CCOC(=O)C1CCN(C(=O)CSc2n[nH]c(-c3ccc(OC)cc3)n2)CC1
→ 2%, 7%, -4%
- CCOC(=O)c1c(NC(=O)c2nc(SCC)ncc2Cl)sc2c1CCCC2
→ 3%, i, -3%
- Cc1ccc(S(=O)(=O)Nc2cccc(-c3ccc(N4CCCC4)nn3)c2)c(C)c1
→ -27%, -8%, 2%
- Cc1ccc(C)c(CNC(=O)c2ccc3c(c2)nc2n3CCOC2)c1
→ 23%, -5%, -26%
- Cc1cccc(NS(=O)(=O)c2ccc3c(c2)CCCN3C(=O)C2CCC2)c1C
→ ?, -24%, -10%
- Cc1nnc2c(N3CCN(c4ccc(F)cc4)CC3)nc3ccc(C(=O)c4ccccc4)cc3n12
→ 7%, -3%, -7%
- CCOC(=O)N1CCc2c(sc3c2c(=O)n(CCc2ccccc2)c(=O)n3Cc2ccc(C)cc2C)C1
→ 11%, i, 5%
- O=S(=O)(NCC(c1ccco1)S(=O)(=O)c1ccccc1)c1cc(F)ccc1F (centres undefined)
→ -2%, -43%[inhibitor], 7%
- Cc1c(Cl)cccc1NC(=O)CSc1nc2ncccc2o1
→ 9%, ?, -4%
- CCC(=O)N1CCc2cc(CNC(=O)Nc3cc(OC)c(OC)c(OC)c3)ccc21
→ 6%, -23%, -8%
- CC(C)Cn1c(=O)c2sccc2n2c(CCCC(=O)N3CCN(c4ccc(F)cc4)CC3)nnc12
→ 5%, -15%, 0%
- Cc1ccc(NS(=O)(=O)c2ccc(-c3cc(C)no3)cc2)c(C)c1
→ ?, -32%[inhibitor], -22%
- CN1C(C(=O)c2ccccc2)=C(OC(=O)c2ccc(Br)cc2)c2ccccc2S1(=O)=O
→ ?, -13%, -26%
- Cc1ccc(CNC(=O)c2ccc(-c3nc(CS(=O)c4ccccc4)c(C)o3)cc2)cc1 (centres undefined)
→ 14%, -7%, 20%
- Cc1ccccc1C(=O)Nc1nnc(S(=O)(=O)N2CCCc3ccccc32)s1
→ -3%, -4%, 1%
- Cc1cc(C)c(-c2n[nH]c3c2C(c2ccccc2F)N(Cc2ccco2)C3=O)c(O)c1 (centres undefined)
→ ?, -1%, -13%
- Cc1ccc(C)c(N2CCN(C3(c4ccccc4)C(=O)c4ccccc4C3=O)CC2)c1
→ ?, ?, 9%
- Cc1cccc(NC(=O)CSc2nnc3[nH]c(=O)cc(-c4ccccc4)n23)c1C
→ 4%, 2%, -10%
- CCn1c(C(=O)N2CCC(C(=O)N3CCN(c4cc(C)ccc4C)CC3)CC2)cc2sccc21
→ -22%, -60%[inhibitor], 2%
- CCOC(=O)c1c(C)oc2nc(C)nc(NCc3cccc(Cl)c3)c12
→ 4%, i, -8%
- O=C(CSc1nc2ccccc2nc1Cc1ccccc1F)Nc1cccc(C(F)(F)F)c1
→ 7%, i, 9%

Bioassay records: PubChem BioAssay, National Center for Advancing Translational Sciences (NCATS)
